PABP1 MLLE inh: inhibitors of PABP1 MLLE–PAM2 peptide binding, primary screen, biochemical, fluorescence polarization, FITC-PAM2, GST-MLLE; Polyadenylate-binding protein 1 (Homo sapiens), P11940; inhibition, % at 20 µM; hit rate 0.36% among 360,000; AID 588489, 2011; in the data active = inhibition above about 35%, passing the limit was not always enough;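 also: plate controls were DMSO wells with GST-MLLE for no effect and wells lacking GST-MLLE protein for full effect; some results filed as inactive read as strong as hits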
MsrA inh: bovine MsrA enzyme inhibitors, primary screen, biochemical, absorbance, HTS | hit rate 0.75% among 360,000 | purified bovine MsrA, absorbance read-out | AID 651718, 2012 | inhibition, % at 15.5 µM | Methionine sulfoxide reductase A (Bos taurus); in the data active = inhibition above about 4.5%;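 also: 0% = vehicle wells with enzyme and 100% = reference inhibitor wells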
eLon inh: inhibitors of E. coli Lon protease, primary screen, biochemical, fluorescence polarization | P0A9M0 | purified E. coli Lon protease | inhibition, % at 7.94 µM | hit rate 0.42% among 360,000; in the data active = inhibition above about 13%, passing the limit was not always enough;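 also: 0% = enzyme with probe and DMSO and 100% = no enzyme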
FAS-TE inh: FAS thioesterase domain inhibitors, primary screen, biochemical, fluorescence intensity, uHTS | recombinant FAS-TE, OMFH fluorogenic substrate, fluorescence endpoint | inhibition, % at 15 µM | AID 602261, 2012 | hit rate 0.67% among 360,000 | Fatty acid synthase (Homo sapiens), P49327;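 active = compounds whose normalised, plate-corrected inhibition of enzyme fluorescence in the single-dose primary screen is 50% or more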;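 also: 0% = DMSO with enzyme and 100% = substrate without enzyme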
Target sequence (P49327 whole entry, looked up, the tested form may be a part): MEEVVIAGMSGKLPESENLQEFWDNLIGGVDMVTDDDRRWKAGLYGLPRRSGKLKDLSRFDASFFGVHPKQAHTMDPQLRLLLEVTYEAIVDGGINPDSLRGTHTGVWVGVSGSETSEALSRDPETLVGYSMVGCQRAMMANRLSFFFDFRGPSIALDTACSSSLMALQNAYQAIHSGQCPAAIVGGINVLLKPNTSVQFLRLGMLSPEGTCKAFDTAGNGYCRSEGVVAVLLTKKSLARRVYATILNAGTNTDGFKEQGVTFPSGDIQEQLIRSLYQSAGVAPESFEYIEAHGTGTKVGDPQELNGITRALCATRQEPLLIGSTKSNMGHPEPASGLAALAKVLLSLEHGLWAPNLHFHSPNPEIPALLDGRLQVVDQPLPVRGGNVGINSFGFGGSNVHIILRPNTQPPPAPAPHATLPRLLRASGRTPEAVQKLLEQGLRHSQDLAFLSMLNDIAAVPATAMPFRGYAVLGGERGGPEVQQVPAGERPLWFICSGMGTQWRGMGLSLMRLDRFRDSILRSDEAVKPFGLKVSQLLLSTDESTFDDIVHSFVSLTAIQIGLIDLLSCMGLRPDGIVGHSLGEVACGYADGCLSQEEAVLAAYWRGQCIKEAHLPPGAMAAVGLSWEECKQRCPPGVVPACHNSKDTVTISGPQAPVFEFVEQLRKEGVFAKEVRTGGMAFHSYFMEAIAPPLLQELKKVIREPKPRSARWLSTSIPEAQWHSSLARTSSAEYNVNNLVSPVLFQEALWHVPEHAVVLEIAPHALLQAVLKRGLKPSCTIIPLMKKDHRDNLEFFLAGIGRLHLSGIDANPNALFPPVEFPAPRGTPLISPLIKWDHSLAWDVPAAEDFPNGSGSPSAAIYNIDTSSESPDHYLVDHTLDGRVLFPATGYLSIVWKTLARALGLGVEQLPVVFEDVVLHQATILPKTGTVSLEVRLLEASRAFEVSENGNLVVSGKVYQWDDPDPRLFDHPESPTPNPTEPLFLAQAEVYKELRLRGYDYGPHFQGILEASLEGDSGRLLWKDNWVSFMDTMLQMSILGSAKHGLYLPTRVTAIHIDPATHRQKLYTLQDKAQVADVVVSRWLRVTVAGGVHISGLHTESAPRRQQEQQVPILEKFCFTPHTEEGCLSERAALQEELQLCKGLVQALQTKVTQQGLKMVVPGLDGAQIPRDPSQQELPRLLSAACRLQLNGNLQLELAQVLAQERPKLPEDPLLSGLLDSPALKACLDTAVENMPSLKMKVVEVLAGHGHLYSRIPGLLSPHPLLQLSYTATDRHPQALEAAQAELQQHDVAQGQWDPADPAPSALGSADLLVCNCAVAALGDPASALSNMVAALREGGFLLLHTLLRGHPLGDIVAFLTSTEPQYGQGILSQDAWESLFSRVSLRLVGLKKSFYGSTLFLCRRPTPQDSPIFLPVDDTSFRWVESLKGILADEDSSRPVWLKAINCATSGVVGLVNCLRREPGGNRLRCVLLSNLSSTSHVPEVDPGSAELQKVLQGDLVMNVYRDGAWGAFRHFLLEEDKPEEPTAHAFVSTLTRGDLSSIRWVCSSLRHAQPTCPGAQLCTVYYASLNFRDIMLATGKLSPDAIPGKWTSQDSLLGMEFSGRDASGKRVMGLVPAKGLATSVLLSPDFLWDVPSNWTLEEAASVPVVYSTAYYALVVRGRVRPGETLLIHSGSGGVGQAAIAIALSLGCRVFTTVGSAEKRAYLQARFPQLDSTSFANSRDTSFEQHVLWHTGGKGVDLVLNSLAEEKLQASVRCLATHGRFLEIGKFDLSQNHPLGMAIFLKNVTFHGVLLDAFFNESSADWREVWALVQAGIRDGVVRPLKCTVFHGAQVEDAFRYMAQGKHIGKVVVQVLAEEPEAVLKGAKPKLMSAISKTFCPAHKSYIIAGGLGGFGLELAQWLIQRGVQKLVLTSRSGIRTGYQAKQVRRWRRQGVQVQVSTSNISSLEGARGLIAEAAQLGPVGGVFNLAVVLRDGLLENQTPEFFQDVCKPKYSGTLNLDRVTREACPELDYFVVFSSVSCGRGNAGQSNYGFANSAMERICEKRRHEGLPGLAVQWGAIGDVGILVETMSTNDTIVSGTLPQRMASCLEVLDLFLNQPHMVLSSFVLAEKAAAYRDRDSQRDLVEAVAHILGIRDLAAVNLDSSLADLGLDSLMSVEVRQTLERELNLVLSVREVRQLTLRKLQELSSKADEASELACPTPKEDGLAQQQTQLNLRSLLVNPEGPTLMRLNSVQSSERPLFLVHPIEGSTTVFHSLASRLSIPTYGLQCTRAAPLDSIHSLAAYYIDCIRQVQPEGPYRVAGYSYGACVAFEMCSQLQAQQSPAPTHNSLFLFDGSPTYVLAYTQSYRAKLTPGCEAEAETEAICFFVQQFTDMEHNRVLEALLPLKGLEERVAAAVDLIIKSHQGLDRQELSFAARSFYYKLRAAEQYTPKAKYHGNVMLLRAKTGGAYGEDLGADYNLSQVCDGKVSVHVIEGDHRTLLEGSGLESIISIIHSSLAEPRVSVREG
TbMetRS inhib: T. brucei MetRS inhibitors, primary screen, biochemical, luminescence; purified T. brucei MetRS, ATP depletion, Kinase-Glo luminescence; inhibition, % at 11.9 µM; methionyl-tRNA synthetase (Trypanosoma brucei brucei); hit rate 0.4% among 360,000;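 active = inhibition above a per-plate cutoff of the control wells' mean inhibition plus 3 SD, cut at about 5.5% in these data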;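 also: 0% = DMSO wells median and 100% = median of wells with control inhibitor compound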
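Measured by: Kinase-Glo luciferase luminescence reporting remaining unconsumed ATP. Material: purified T. brucei MetRS enzyme. Doses: 11.9 µM compound single dose, 0.9% DMSO. Medium: HEPES buffer containing pyrophosphatase, BSA, spermine, DTT. Times: 15 min preincubation, 2 h reaction, all 25 °C. Reagent: methionine, ATP and bulk E. coli tRNA.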
SKN-1 inh: suppressors of acrylamide-induced Pgst-4::GFP reporter in worms, primary screen, SKN-1 inhibitor project, whole organism, uHTS, GFP/RFP fluorescence ratio, strain VP596. C. elegans VP596 Pgst-4::GFP/RFP ratio, 24 h. inhibition, % at 21.8 µM. hit rate 0.49% among 360,000;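 active = interference check ratio from 0.5 to 1.5 plus GFP to RFP signal ratio inhibition reaching or exceeding a fixed threshold, cut at about 30% in these data, passing the limit was not always enough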; also: some compounds called inactive have numbers as strong as hits
CendR NRP1 mod: modulators of CendR peptide binding to NRP-1, primary screen, biochemical, fluorescence polarization, uHTS | Neuropilin-1 (Homo sapiens), O14786 | FAM-RPARPAR peptide binding to NRP-1 | inhibition, % at 25 µM | hit rate 0.85% among 360,000 | AID 602438, 2012;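 active = inhibition or corrected inhibition above about 18%, plus a signal ratio from 0.5 to 1.5, limit read from the data, passing the limit was not always enough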; also: strong numbers were not always called active
MsrA act: bovine MsrA enzyme activators, primary screen, biochemical, absorbance, HTS; Methionine sulfoxide reductase A (Bos taurus); activation, % at 10.6 µM; purified bovine MsrA, absorbance read-out; AID 602163, 2012; hit rate 0.3% among 360,000; in the data active = activation above about 7.5%;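 also: 0% = vehicle and 100% = reference activator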
MT1-MMP act inh: blockers of MT1-MMP proenzyme processing, primary screen, HT1080 RFP-PRO-GFP cells, GFP/RFP fluorescence | AID 651647, 2012 | Matrix metalloproteinase-14 (Homo sapiens), P50281 | GFP/RFP ratio fluorescence, overnight; percent of plate control window, DMSO zero | hit rate 0.061% among 360,000 | GFP/RFP ratio change, % at 20 µM;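 active = GFP/RFP ratio change of at least 30% with cell ATP level not reduced by more than half and red fluorescence within 50% of control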; also: strong numbers were not always called active
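Assay system: HT1080 RFP-PRO-GFP cells. Benchmarks: DMSO vehicle wells and RFP-L50D-GFP reporter cell wells. Times: overnight cell settling, then overnight compound exposure, 37 °C, 5% CO2. Compound: 20 µM single dose, 1% DMSO. Read-out basis: GFP/RFP fluorescence ratio.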
Starred values were filed as active, the others as inactive.

What do the screens show for `Cc1cccc(C(=O)NNC(=O)CSc2nnc(C3CC3)n2C)c1`?
PABP1 MLLE inh: -7; MsrA inh: 0.5; eLon inh: 7; FAS-TE inh: -7; TbMetRS inhib: -1.4; SKN-1 inh: 11; CendR NRP1 mod: -5; MsrA act: -9; MT1-MMP act inh: -3

How did CCOC(=O)c1c(NC(=O)CCl)sc(C(=O)N(CC)CC)c1C do in these assays?
PABP1 MLLE inh: -3; MsrA inh: 1.4; eLon inh: 8; FAS-TE inh: 2; TbMetRS inhib: -0.5; SKN-1 inh: 3; CendR NRP1 mod: 0; MsrA act: -1; MT1-MMP act inh: 9

What do the screens show for `CC(=O)NC1=NC(=O)C(C)S1` (stereo unspecified)?
PABP1 MLLE inh: 27; MsrA inh: 0.4; eLon inh: -1; FAS-TE inh: -7; TbMetRS inhib: -0.4; SKN-1 inh: 7; CendR NRP1 mod: -2; MsrA act: -3; MT1-MMP act inh: -4

How did C=CC(=O)NCC1OCCc2ccccc21 (stereo unspecified) do in these assays?
PABP1 MLLE inh: 5; MsrA inh: -0.9; eLon inh: 11; FAS-TE inh: 0; TbMetRS inhib: -0.7; SKN-1 inh: 4; CendR NRP1 mod: -7; MsrA act: -3; MT1-MMP act inh: 4

How did O=C(CNc1cccc(S(=O)(=O)N2CCCC2)c1)Nc1cccc(F)c1 do in these assays?
PABP1 MLLE inh: 19; MsrA inh: -0.7; eLon inh: 0; FAS-TE inh: 1; TbMetRS inhib: -0.3; SKN-1 inh: -5; CendR NRP1 mod: 6; MsrA act: -8; MT1-MMP act inh: 6

Results for COc1ccc(OC)c(NC(=O)COC(=O)/C=C/c2ccco2)c1 ?
PABP1 MLLE inh: 18; MsrA inh: 1.5; eLon inh: 4; FAS-TE inh: 10; TbMetRS inhib: -0.2; SKN-1 inh: -17; CendR NRP1 mod: -5; MsrA act: -7; MT1-MMP act inh: 3

How did CCOC(=O)N1CCN(Cc2cn3ccccc3n2)CC1 do in these assays?
PABP1 MLLE inh: -14; MsrA inh: 1.6; eLon inh: 1; FAS-TE inh: -2; TbMetRS inhib: 0.3; SKN-1 inh: 6; CendR NRP1 mod: 12; MsrA act: -2; MT1-MMP act inh: 0

What do the screens show for `CC1(C)C=C2[C@H]3CC[C@@H]4[C@@]5(C)CCC(=O)C(C)(C)[C@@H]5CC[C@@]4(C)[C@]3(C)CC[C@@]2(C(=O)O)CC1`?
PABP1 MLLE inh: 17; MsrA inh: 0.9; eLon inh: -2; FAS-TE inh: 28; TbMetRS inhib: -0.3; SKN-1 inh: 1; CendR NRP1 mod: -8; MsrA act: -8; MT1-MMP act inh: 7

What do the screens show for `CCCCc1c(C)nc2nc(SCc3ccc(Cl)cc3)[nH]n2c1=O`?
PABP1 MLLE inh: -2; MsrA inh: 0.5; eLon inh: 7; FAS-TE inh: 6; TbMetRS inhib: -0.8; SKN-1 inh: -7; CendR NRP1 mod: 1; MsrA act: -1; MT1-MMP act inh: 0

Results for CNC(=O)NC(=O)COC(=O)c1ccccc1OCc1ccccc1 ?
PABP1 MLLE inh: 5; MsrA inh: -0.4; eLon inh: 7; FAS-TE inh: -1; TbMetRS inhib: -0.5; SKN-1 inh: 2; CendR NRP1 mod: -9; MsrA act: 3; MT1-MMP act inh: 0

Results for CCc1ccc(OCC(=O)NNC(=O)CSc2ncnc3sc(C)c(C)c23)cc1 ?
PABP1 MLLE inh: 10; MsrA inh: 0.2; eLon inh: 8; FAS-TE inh: -4; TbMetRS inhib: -0.1; SKN-1 inh: -5; CendR NRP1 mod: -4; MsrA act: 0; MT1-MMP act inh: 3

How did Cc1nc2sc(-c3ccccc3)nn2c(=O)c1Br do in these assays?
PABP1 MLLE inh: -13; MsrA inh: 0.9; eLon inh: 9; FAS-TE inh: -6; TbMetRS inhib: 0.2; SKN-1 inh: 1; CendR NRP1 mod: -6; MsrA act: -3; MT1-MMP act inh: 0

What do the screens show for `CCCn1c(=O)c2c(C(F)(F)F)cc(-c3cccs3)nc2n(CCC)c1=O`?
PABP1 MLLE inh: 0; MsrA inh: -1.1; eLon inh: -13; FAS-TE inh: -9; TbMetRS inhib: -0.8; SKN-1 inh: 13; CendR NRP1 mod: -10; MsrA act: -2; MT1-MMP act inh: -1

Results for Cc1ccsc1/C=N\NC(=O)Cn1nnc2ccccc21 ?
PABP1 MLLE inh: 2; MsrA inh: 3.3; eLon inh: 2; FAS-TE inh: -9; TbMetRS inhib: -0.8; SKN-1 inh: -13; CendR NRP1 mod: -9; MsrA act: -8; MT1-MMP act inh: 1

Results for CC1(C(=O)Nc2ccc3c(c2)OCCO3)CN(S(C)(=O)=O)CC(=O)N1CCc1c[nH]c2ccccc12 (stereo unspecified) ?
MsrA inh: 0.1; TbMetRS inhib: -0.6; SKN-1 inh: 3; CendR NRP1 mod: 6; MT1-MMP act inh: 2

What do the screens show for `N#Cc1ccc(C(=O)N(Cc2ccccc2)c2ccccc2)cc1`?
PABP1 MLLE inh: 4; MsrA inh: 0.9; eLon inh: 4; FAS-TE inh: 9; TbMetRS inhib: -0.8; SKN-1 inh: 0; CendR NRP1 mod: 18; MsrA act: -2; MT1-MMP act inh: 0

How did CC(=O)Nc1ccc(S(=O)(=O)Nc2ccc(S(=O)(=O)Nc3ncccn3)cc2)cc1 do in these assays?
PABP1 MLLE inh: -14; MsrA inh: 1.1; eLon inh: 11; FAS-TE inh: -3; TbMetRS inhib: 0.0; SKN-1 inh: -9; CendR NRP1 mod: 8; MsrA act: -9; MT1-MMP act inh: 2

How did COc1ccc(-c2cc(C(=O)N3CCCCCC3)c3ccccc3n2)cc1 do in these assays?
PABP1 MLLE inh: -6; MsrA inh: 1.9; eLon inh: 5; FAS-TE inh: 15; TbMetRS inhib: -0.4; SKN-1 inh: 8; CendR NRP1 mod: -9; MsrA act: -3; MT1-MMP act inh: 5

How did Oc1ccc2ccccc2c1/C=N/c1nc2c(s1)CCCC2 do in these assays?
PABP1 MLLE inh: 19; MsrA inh: 0.1; eLon inh: 10; FAS-TE inh: -3; TbMetRS inhib: 0.1; SKN-1 inh: -4; CendR NRP1 mod: -5; MsrA act: -1; MT1-MMP act inh: 6

How did CCOC(=O)C1(CC2CC2)CCN(Cc2cn(C)c3ccccc23)CC1 do in these assays?
PABP1 MLLE inh: 1; MsrA inh: -0.3; eLon inh: 3; FAS-TE inh: 1; TbMetRS inhib: -0.5; SKN-1 inh: -4; CendR NRP1 mod: 3; MsrA act: 1; MT1-MMP act inh: -6

Results for COc1cccc(C(=O)NC2CCN(CC(=O)NCc3ccccc3F)CC2)c1 ?
PABP1 MLLE inh: 0; MsrA inh: -0.4; eLon inh: -5; FAS-TE inh: -6; TbMetRS inhib: -1.6; SKN-1 inh: 8; CendR NRP1 mod: -8; MsrA act: -2; MT1-MMP act inh: 0

Results for Cc1cccc(NC(=O)/C(C#N)=C/c2ccccc2Cl)n1 ?
PABP1 MLLE inh: -3; MsrA inh: 1.3; eLon inh: 3; FAS-TE inh: 7; TbMetRS inhib: 1.9; SKN-1 inh: -6; CendR NRP1 mod: -7; MsrA act: -3; MT1-MMP act inh: 6

Results for Cc1ccc(C(=O)c2c3ccc(N)cc3nn2CCC(N)=O)cc1 ?
PABP1 MLLE inh: -20; MsrA inh: 0.6; eLon inh: -13; FAS-TE inh: -7; TbMetRS inhib: -0.3; SKN-1 inh: 25; CendR NRP1 mod: -3; MsrA act: -3; MT1-MMP act inh: 1

Results for COc1ccc(Cl)cc1NC(=O)CN1CCN(S(=O)(=O)N2CCC(C)CC2)CC1 ?
PABP1 MLLE inh: 0; MsrA inh: 0.5; eLon inh: 11; FAS-TE inh: 21; TbMetRS inhib: -1.6; SKN-1 inh: -15; CendR NRP1 mod: 4; MsrA act: -8; MT1-MMP act inh: 4

What do the screens show for `CCC(=O)Nc1ccc(Cl)c(NC(=S)NC(C)=O)c1`?
PABP1 MLLE inh: 21; MsrA inh: -1.7; eLon inh: 0; FAS-TE inh: -11; TbMetRS inhib: -0.7; SKN-1 inh: 10; CendR NRP1 mod: 10; MsrA act: -3; MT1-MMP act inh: 5

How did Cc1ccccc1CN1C(=O)C(O)(CC(=O)c2ccncc2)c2ccccc21 (stereo unspecified) do in these assays?
PABP1 MLLE inh: -7; MsrA inh: 0.9; eLon inh: 2; FAS-TE inh: 1; TbMetRS inhib: -0.9; SKN-1 inh: 6; CendR NRP1 mod: 20; MsrA act: 0; MT1-MMP act inh: 5

How did CN(C)c1cccc(C(=O)NCc2ccccc2Cl)c1 do in these assays?
PABP1 MLLE inh: -2; MsrA inh: 0.1; eLon inh: 68*; FAS-TE inh: -6; TbMetRS inhib: -1.3; SKN-1 inh: -3; CendR NRP1 mod: 13; MsrA act: -10; MT1-MMP act inh: -1

Results for COC(=O)C1CC(C(=O)OC)C2C(C(=O)OC)CC(C(=O)OC)C12 (stereo unspecified) ?
PABP1 MLLE inh: 4; MsrA inh: 1.1; eLon inh: -1; FAS-TE inh: -9; TbMetRS inhib: -0.1; SKN-1 inh: 5; CendR NRP1 mod: 16; MsrA act: -5; MT1-MMP act inh: -3

Arranged by SMILES length (lowest first): part of the list above
What do the screens show for `CCC(=O)Nc1ccc(Cl)c(NC(=S)NC(C)=O)c1`?
PABP1 MLLE inh: 21; MsrA inh: -1.7; eLon inh: 0; FAS-TE inh: -11; TbMetRS inhib: -0.7; SKN-1 inh: 10; CendR NRP1 mod: 10; MsrA act: -3; MT1-MMP act inh: 5

Results for Cc1cccc(NC(=O)/C(C#N)=C/c2ccccc2Cl)n1 ?
PABP1 MLLE inh: -3; MsrA inh: 1.3; eLon inh: 3; FAS-TE inh: 7; TbMetRS inhib: 1.9; SKN-1 inh: -6; CendR NRP1 mod: -7; MsrA act: -3; MT1-MMP act inh: 6

Results for COc1cccc(C(=O)NC2CCN(CC(=O)NCc3ccccc3F)CC2)c1 ?
PABP1 MLLE inh: 0; MsrA inh: -0.4; eLon inh: -5; FAS-TE inh: -6; TbMetRS inhib: -1.6; SKN-1 inh: 8; CendR NRP1 mod: -8; MsrA act: -2; MT1-MMP act inh: 0

How did Cc1ccccc1CN1C(=O)C(O)(CC(=O)c2ccncc2)c2ccccc21 (stereo unspecified) do in these assays?
PABP1 MLLE inh: -7; MsrA inh: 0.9; eLon inh: 2; FAS-TE inh: 1; TbMetRS inhib: -0.9; SKN-1 inh: 6; CendR NRP1 mod: 20; MsrA act: 0; MT1-MMP act inh: 5
